Thrombin inh = blocks human thrombin protease activity. alpha-thrombin, Boc-VPR-AMC fluorogenic substrate cleavage. inhibition, % at 5 µM. P00734. 220,000 compounds, 0.26% hits;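 active = inhibition at or above 40%; inactive = inhibition below 40%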;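 also: 0% = enzyme with no compound and 100% = wells without enzyme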
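Material: Human alpha-thrombin protein | Buffer or medium: pH 7.5 Tris-saline with Tween 20 | Reagent: Boc-VPR-AMC substrate, 15 µM final | Schedule: Reaction at ambient temperature | Detection: AMC fluorescence at 355 nm excitation and 460 nm emission | Evaluation: Percent inhibition scaled between no-compound controls and no-enzyme blanks | Controls: no-compound enzyme wells and no-enzyme blanks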
Hck Nef HTS = blocks Nef-activated human Hck kinase; P08631; Recombinant Hck-YEEI plus Nef, Z-Lyte FRET kinase assay; inhibition, % at 20 µM; 220,000 compounds, 0.68% hits; AID 463187;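 active = Hck-Nef kinase inhibition above about 50%, limit read from the data; inactive = inhibition below that limit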;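 also: 0% = DMSO with Hck plus Nef and 100% = Hck alone without Nef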
zVAD death inh = L929 zVAD cell death inhibition; L929 zVAD necroptosis rescue, ATP luminescence, 24 h; with zVAD 60 µM; viability rescue, % at 10 µM; 220,000 compounds, 0.38% hits; AID 1377;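 active = activation, scaled between plate controls, above about 75%, limit read from the data; inactive = activation under that limit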;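 also: 0% = zVAD with DMSO and 100% = DMSO alone without zVAD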
FXIa inh 1536 = blocks human coagulation factor XIa protease activity. P03951. purified FXIa, Boc-Glu-Ala-Arg-AMC fluorogenic substrate. inhibition, % at 5 µM. 220,000 compounds, 0.14% hits;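 active = inhibition of at least 40%; inactive = inhibition below 40%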;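 also: fluorescence of freed AMC excited at 355 nm; 0% = enzyme without compound and 100% = no enzyme blank; many of its hits are not listed in these tables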
Target sequence (P03951 19-387 limits assumed): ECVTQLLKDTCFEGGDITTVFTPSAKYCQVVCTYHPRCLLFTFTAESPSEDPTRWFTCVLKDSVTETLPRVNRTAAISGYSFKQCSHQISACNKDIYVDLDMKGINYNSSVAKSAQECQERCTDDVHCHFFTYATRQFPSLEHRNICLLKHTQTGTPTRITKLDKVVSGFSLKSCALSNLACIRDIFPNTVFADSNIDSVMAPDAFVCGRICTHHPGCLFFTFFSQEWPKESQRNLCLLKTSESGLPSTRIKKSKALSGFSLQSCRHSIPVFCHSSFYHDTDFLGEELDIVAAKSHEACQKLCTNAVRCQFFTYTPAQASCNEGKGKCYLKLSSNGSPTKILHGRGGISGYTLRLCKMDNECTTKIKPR
Target sequence (P03951 388-625 limits assumed): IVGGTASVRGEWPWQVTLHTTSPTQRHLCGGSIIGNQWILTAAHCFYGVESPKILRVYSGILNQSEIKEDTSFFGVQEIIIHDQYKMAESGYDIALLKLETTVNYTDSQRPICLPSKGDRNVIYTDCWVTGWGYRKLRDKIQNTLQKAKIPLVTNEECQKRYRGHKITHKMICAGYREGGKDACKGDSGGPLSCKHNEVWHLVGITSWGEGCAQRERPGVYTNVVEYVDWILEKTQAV
Rad51 HR inh = Rad51 (human) homologous recombination inhibition; Q06609; 200,000 compounds, 0.085% hits; AID 1385; hRad51 DNA strand exchange, fluorescence dequenching; inhibition, % at 10 µM;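 active = inhibition above 40% at the single screening dose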;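 also: 0% = DMSO control wells and 100% = blanks with heterologous ssDNA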
Target sequence (Q06609 whole entry, looked up): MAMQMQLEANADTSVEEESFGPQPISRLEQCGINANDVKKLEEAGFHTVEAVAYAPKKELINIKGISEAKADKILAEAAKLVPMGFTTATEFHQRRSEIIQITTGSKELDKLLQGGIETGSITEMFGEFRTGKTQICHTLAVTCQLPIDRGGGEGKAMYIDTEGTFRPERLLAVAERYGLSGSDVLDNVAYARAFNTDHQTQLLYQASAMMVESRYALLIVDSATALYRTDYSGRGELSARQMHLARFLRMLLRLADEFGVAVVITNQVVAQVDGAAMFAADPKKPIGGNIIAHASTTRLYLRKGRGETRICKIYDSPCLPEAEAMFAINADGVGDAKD
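Test system – preformed human Rad51 ssDNA filaments · Reagent – Donor/quencher-labelled 47-bp dsDNA substrate · Incubation – 37 °C 15-min filament assembly, 30-min compound preincubation, 15-min exchange · Signal – FRET fluorescence dequenching, excitation 485 nm, emission 520 nm · Read-out – percent inhibition from fluorescence, normalised to plate control and blank means · Benchmarks – plate control and blank wells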
TNF necrop inh = TNF-alpha cell death inhibition in Jurkat FADD-/- cells; Jurkat FADD-/- TNF necroptosis rescue, ATP luminescence, 24 h; 0 = TNF only, 100 = no-TNF cells; 220,000 compounds, 0.068% hits; activation (protection from cell death), % at 10 µM;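 active = activation, meaning protection from cell death, of at least 50% relative to plate controls; inactive = activation below 50%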;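 also: necroptosis triggered by 40 ng/mL TNF-alpha added together with compound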
KLK5 inh = blocks human kallikrein 5 protease activity. 210,000 compounds, 0.59% hits. recombinant hK5, fluorogenic AMC substrate cleavage. inhibition, % at 5 µM;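 active = inhibition of 40% or more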;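 also: 0% = enzyme controls without compound and 100% = no-enzyme blanks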
FXIIa inh = factor XIIa (human) inhibition | P00748 | purified FXIIa, Boc-QGR-AMC fluorogenic substrate, 2 h | inhibition, % at 5 µM | 220,000 compounds, 0.3% hits | AID 800; in the data active = inhibition above about 40%;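 also: 0% = enzyme with no compound and 100% = blank without enzyme; many of its hits are not listed in these tables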
Cl transport mod = KCC2 (human) Cl- transport modulation; B-score of Tl+ flux slope (higher = more flux/activation; lower = inhibition) at 10 µM; KCC2 cells, thallium flux FluoZin-2 fluorescence; 190,000 compounds, 2.2% hits; Q9H2X9; AID 1456;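 active = thallium flux slope and its plate-corrected score both differing from the plate sample mean at a set confidence after two filtering rounds, in either direction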;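 also: slope of fluorescence scaled to starting intensity during 10 to 20 s after thallium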
* marks the source's active call; other numbers are inactive results. Some of the compounds tested (hit frequency here may not be typical).

Screening O=C(NNc1cccc(Cl)n1)Nc1ccc(Cl)cc1 returned Thrombin inh -1.2, Hck Nef HTS -0.1, zVAD death inh -0.2, FXIa inh 1536 -1.1, Rad51 HR inh -2.5, TNF necrop inh 0.1, KLK5 inh -23.4, FXIIa inh 5.9 and Cl transport mod -0.379.
Screening CC(=O)c1cccc(NC(=O)COC(=O)C2=COCCO2)c1 returned Thrombin inh 0.7, Hck Nef HTS 18.8, zVAD death inh 2.6, FXIa inh 1536 -3.1, Rad51 HR inh -4.1, TNF necrop inh 1.0, KLK5 inh -4.2, FXIIa inh 4.0 and Cl transport mod 0.472.
O=C(NCc1csc(-c2cccs2)n1)Nc1cccc(Cl)c1 was read as Thrombin inh -6.9, Hck Nef HTS 12.8, zVAD death inh 0.2, FXIa inh 1536 -0.8, Rad51 HR inh 10.6, TNF necrop inh 0.9, KLK5 inh -4.5 and FXIIa inh 5.8.
Screening O=C(c1ccc2snnc2c1)N1CCOCC1 returned Thrombin inh 0.3, Hck Nef HTS -1.6, zVAD death inh 0.2, FXIa inh 1536 -0.7, Rad51 HR inh 0.5, TNF necrop inh 0.2, KLK5 inh -5.7 and FXIIa inh 11.1.
Screening CCN(CC(=O)NCc1cccs1)C(=O)CCc1c[nH]c2ccccc12 returned Thrombin inh -10.5, Hck Nef HTS 26.3, zVAD death inh 0.4, FXIa inh 1536 1.1, Rad51 HR inh 6.6, TNF necrop inh 0.9, KLK5 inh 3.8, FXIIa inh 11.6 and Cl transport mod -0.322.
Cc1ccc(S(=O)(=O)Oc2ccc(/C=C(/NC(=O)c3ccccc3)C(=O)Nc3ccccc3)cc2)cc1 was read as Thrombin inh -0.7, Hck Nef HTS -0.8, zVAD death inh 0.3, FXIa inh 1536 2.5, Rad51 HR inh 1.4, TNF necrop inh 2.0, KLK5 inh -7.9, FXIIa inh 13.6 and Cl transport mod -0.16.
`COc1ccc(-c2nc3n(c2C)CCC3)cc1` gave Thrombin inh -5.1, Hck Nef HTS 10.7, zVAD death inh -0.7, FXIa inh 1536 -0.2, Rad51 HR inh -4.2, TNF necrop inh -0.4, KLK5 inh -4.1, FXIIa inh 7.9 and Cl transport mod -0.165.
Cn1c(N)c(C(=O)COC(=O)CCC2CCCCC2)c(=O)n(C)c1=O was read as Thrombin inh -5.5, Hck Nef HTS 24.5, zVAD death inh 2.8, FXIa inh 1536 0.5, Rad51 HR inh 13.8, TNF necrop inh 1.0, KLK5 inh -2.2, FXIIa inh 9.2 and Cl transport mod -0.202.
Screening Nc1nnc(SCC(=O)Nc2ccc(S(=O)(=O)N3CCOCC3)cc2)s1 returned Thrombin inh -3.0, Hck Nef HTS 2.0, zVAD death inh 0.1, FXIa inh 1536 5.3, Rad51 HR inh 0.6, TNF necrop inh 0.6, KLK5 inh -20.7, FXIIa inh 8.3 and Cl transport mod 1.07.
Screening Cc1ccc([N+](=O)[O-])c(OCCN2C(=O)NC(C)(C)C2=O)c1 returned Thrombin inh -0.6, Hck Nef HTS 2.9, zVAD death inh 2.1, FXIa inh 1536 -5.7, Rad51 HR inh 19.6, TNF necrop inh 0.2, KLK5 inh -20.6, FXIIa inh -5.3 and Cl transport mod 0.128.
`CCc1ccc(C(=O)COC(=O)C(CCSC)NC(=O)C23CC4CC(CC(C4)C2)C3)cc1` (stereo unspecified) gave Thrombin inh -3.9, Hck Nef HTS 3.4, zVAD death inh 0.9, FXIa inh 1536 11.5, Rad51 HR inh 25.4, TNF necrop inh 0.9, KLK5 inh -3.3, FXIIa inh 6.5 and Cl transport mod 0.167.
Screening C=CCn1c(-c2ccccc2)nc(=S)c2c1CCCC2 returned Thrombin inh -7.3, Hck Nef HTS 22.6, zVAD death inh -0.2, FXIa inh 1536 -1.5, TNF necrop inh 1.1, KLK5 inh -1.3, FXIIa inh 1.1 and Cl transport mod -0.0605.
`O=C(Nc1ccccn1)c1ccc([N+](=O)[O-])o1` gave Thrombin inh 1.4, Hck Nef HTS 3.1, zVAD death inh 1.1, FXIa inh 1536 6.6, TNF necrop inh -7.2, KLK5 inh -4.2, FXIIa inh 12.0 and Cl transport mod 0.977.
For CCOC(=O)c1cc2c(=O)n3ccccc3nc2n(Cc2ccco2)c1=NC(=O)c1ccc(OC)cc1OC the results were Thrombin inh -1.7, Hck Nef HTS 27.8, zVAD death inh -1.6, FXIa inh 1536 10.4, Rad51 HR inh -1.8, TNF necrop inh 0.5, KLK5 inh 18.4 and FXIIa inh 34.2.
For COc1ccccc1NC(=O)c1c(NC(=O)c2ccco2)sc2c1CCC2 the results were Thrombin inh -0.1, Hck Nef HTS 5.1, zVAD death inh 0.1, FXIa inh 1536 -0.9, Rad51 HR inh 1.4, TNF necrop inh 0.8, KLK5 inh -15.8, FXIIa inh 11.4 and Cl transport mod 0.43.
CCOc1ccccc1OCCCC(=O)N(C)CC(=O)Nc1cc(C)ccc1C was read as Thrombin inh 8.0, Hck Nef HTS 14.9, zVAD death inh 0.0, FXIa inh 1536 -6.6, Rad51 HR inh 0.2, TNF necrop inh 0.5, KLK5 inh -3.5 and FXIIa inh 7.0.
Screening O=C(O)c1cc2c(o1)CCC/C2=N\O returned Thrombin inh 4.2, Hck Nef HTS 0.0, zVAD death inh -0.4, FXIa inh 1536 -4.1, Rad51 HR inh 0.4, TNF necrop inh -2.9, KLK5 inh -2.5, FXIIa inh -1.1 and Cl transport mod -0.106.
`COc1ccc(-n2cnc3cc(NCc4ccccn4)ccc32)cc1` gave Thrombin inh -4.2, Hck Nef HTS -0.5, zVAD death inh 77.6*, FXIa inh 1536 -5.9, Rad51 HR inh 5.4, TNF necrop inh 0.3, KLK5 inh -12.4, FXIIa inh -2.3 and Cl transport mod -0.259.
For COc1ccc(SCc2noc(C(=O)NC(C)C)c2C(=O)O)cc1 the results were Thrombin inh -6.0, Hck Nef HTS 1.7, zVAD death inh 0.3, FXIa inh 1536 -1.9, Rad51 HR inh -7.3, TNF necrop inh -0.8, KLK5 inh -25.4, FXIIa inh 8.5 and Cl transport mod 0.481.
For COC(=O)c1sccc1-n1cccc1C(=O)C(=O)N1CC(C)OC(C)C1 (stereo unspecified) the results were Thrombin inh -6.8, Hck Nef HTS -11.8, zVAD death inh -0.4, FXIa inh 1536 -26.4, Rad51 HR inh 5.2, TNF necrop inh 0.0, KLK5 inh -1.7, FXIIa inh 3.6 and Cl transport mod 0.0517.
CCOC(=O)CNC(=O)c1sc(NC(=O)c2ccccc2F)nc1C was read as Thrombin inh -8.7, Hck Nef HTS 4.6, zVAD death inh -0.4, FXIa inh 1536 -1.0, TNF necrop inh 0.5, KLK5 inh -7.9, FXIIa inh 17.9 and Cl transport mod 0.409.
`COC(=O)C1C(=O)NC(SC)=C(C#N)C1c1ccccc1` (stereo unspecified) gave Thrombin inh 3.0, Hck Nef HTS -0.4, zVAD death inh -0.1, FXIa inh 1536 6.9, Rad51 HR inh 6.1, TNF necrop inh -3.4, KLK5 inh -10.4, FXIIa inh 10.8 and Cl transport mod -0.586.
Screening COC(=O)C1=C(NC(=O)c2ccccc2[N+](=O)[O-])CCS1 returned Thrombin inh 3.5, Hck Nef HTS 26.7, zVAD death inh 0.4, FXIa inh 1536 -4.0, Rad51 HR inh -6.0, TNF necrop inh -1.1, KLK5 inh -12.3, FXIIa inh -0.3 and Cl transport mod 0.513.
Screening C=CCn1c(-c2cccc(S(=O)(=O)N(CC)CC)c2)n[nH]c1=S returned Thrombin inh 0.6, Hck Nef HTS 10.6, zVAD death inh 2.5, FXIa inh 1536 -4.5, Rad51 HR inh 3.8, TNF necrop inh 0.3, KLK5 inh -20.2, FXIIa inh -5.9 and Cl transport mod 1.93.
COC(=O)C1=C(C)N=C2SCCC(=O)N2C1/C=C/c1ccccc1 (stereo unspecified) was read as Thrombin inh -1.8, Hck Nef HTS 1.2, zVAD death inh -0.2, FXIa inh 1536 -4.7, Rad51 HR inh -4.3, TNF necrop inh -0.3, KLK5 inh -8.4, FXIIa inh 5.0 and Cl transport mod -1.22.
Screening CCc1cc2ccc(C)cc2nc1SCC(=O)N1CCN(C(=O)c2ccco2)CC1 returned Thrombin inh 5.0, Hck Nef HTS 1.5, zVAD death inh 0.0, FXIa inh 1536 4.2, Rad51 HR inh 11.4, TNF necrop inh 0.2, KLK5 inh 11.5 and FXIIa inh 13.0.
For O=c1c2ccccc2nc(CSc2nnnn2-c2ccccc2)n1-c1ccccc1Cl the results were Thrombin inh -4.5, Hck Nef HTS 12.6, FXIa inh 1536 2.9, TNF necrop inh 0.3, KLK5 inh 6.5, FXIIa inh 7.4 and Cl transport mod -0.958.
Screening COc1ccc(C(=O)/C=C/c2ccc(OC)c(CN3CCOCC3)c2)cc1 returned Thrombin inh -2.6, Hck Nef HTS 6.3, zVAD death inh 9.4, FXIa inh 1536 5.1, Rad51 HR inh -5.2, TNF necrop inh 3.4, KLK5 inh -10.3, FXIIa inh 5.8 and Cl transport mod -0.312.
`CC(C)CC(=O)NCCc1ccncc1` gave Thrombin inh -2.0, Hck Nef HTS -0.7, zVAD death inh -0.7, FXIa inh 1536 -3.1, Rad51 HR inh 1.5, TNF necrop inh -0.3, KLK5 inh -0.1 and FXIIa inh 0.3.
`CCOc1ccc(CCNC(=O)CN2CCN(Cc3ccccc3C)C2=O)cc1OCC` gave Thrombin inh 3.5, Hck Nef HTS -4.7, zVAD death inh -0.8, FXIa inh 1536 3.4, Rad51 HR inh 7.8, TNF necrop inh 2.6, KLK5 inh -15.9, FXIIa inh 10.4 and Cl transport mod 0.0206.
Screening O=C(Cc1coc2ccc3ccccc3c12)N1CCN(c2ncccn2)CC1 returned Thrombin inh -0.8, Hck Nef HTS 0.9, zVAD death inh -0.2, FXIa inh 1536 2.4, Rad51 HR inh 4.2, TNF necrop inh -3.6, KLK5 inh 2.8 and FXIIa inh 14.0.
CCCn1c(N)c(N(CCOC)C(=O)/C=C/c2ccc(C(=O)OC)cc2)c(=O)[nH]c1=O was read as Hck Nef HTS 9.1, zVAD death inh -0.2, FXIa inh 1536 37.5, Rad51 HR inh -4.6, TNF necrop inh -0.3, KLK5 inh 31.9, FXIIa inh 25.8 and Cl transport mod -0.0412.
CC(c1ccccc1)N1C(=O)C2C3CCC(C3)C2C1=O (stereo unspecified) was read as Thrombin inh -13.2, Hck Nef HTS 2.4, zVAD death inh 0.4, FXIa inh 1536 -1.1, Rad51 HR inh -2.5, TNF necrop inh 4.9, KLK5 inh -7.9, FXIIa inh 8.9 and Cl transport mod 0.0229.
Screening O=C(CN1CCOCC1)N/N=C/C=C/c1ccccc1 returned Thrombin inh -13.2, Hck Nef HTS 14.1, zVAD death inh -0.6, FXIa inh 1536 1.9, Rad51 HR inh 2.4, TNF necrop inh -0.7, KLK5 inh 6.4, FXIIa inh 5.6 and Cl transport mod 0.747.

Source: PubChem BioAssay (several laboratories)
